Bioassay records: PubChem BioAssay, National Center for Advancing Translational Sciences (NCATS)
KDM5B inh: blocks human KDM5B histone demethylase activity; Q9UGL1; KDM5B demethylase, FDH-coupled NADH fluorescence (FDH is formaldehyde dehydrogenase); Potency, µM (series often up to 57.7 µM), for the others: top-dose activity change, negative = inhibition, most hits filed as inhibitors; 220,000 compounds, 2.6% hits; active means well fitted inhibition curve with a large enough effect; inconclusive means small, poorly fitted or top-dose-only effect; inactive means no such curve, though single readings can be large or run the other way; further: 0% is about no effect; nearly all actives have a fitted effect of over 70% in size
Target sequence (Q9UGL1 whole entry, looked up): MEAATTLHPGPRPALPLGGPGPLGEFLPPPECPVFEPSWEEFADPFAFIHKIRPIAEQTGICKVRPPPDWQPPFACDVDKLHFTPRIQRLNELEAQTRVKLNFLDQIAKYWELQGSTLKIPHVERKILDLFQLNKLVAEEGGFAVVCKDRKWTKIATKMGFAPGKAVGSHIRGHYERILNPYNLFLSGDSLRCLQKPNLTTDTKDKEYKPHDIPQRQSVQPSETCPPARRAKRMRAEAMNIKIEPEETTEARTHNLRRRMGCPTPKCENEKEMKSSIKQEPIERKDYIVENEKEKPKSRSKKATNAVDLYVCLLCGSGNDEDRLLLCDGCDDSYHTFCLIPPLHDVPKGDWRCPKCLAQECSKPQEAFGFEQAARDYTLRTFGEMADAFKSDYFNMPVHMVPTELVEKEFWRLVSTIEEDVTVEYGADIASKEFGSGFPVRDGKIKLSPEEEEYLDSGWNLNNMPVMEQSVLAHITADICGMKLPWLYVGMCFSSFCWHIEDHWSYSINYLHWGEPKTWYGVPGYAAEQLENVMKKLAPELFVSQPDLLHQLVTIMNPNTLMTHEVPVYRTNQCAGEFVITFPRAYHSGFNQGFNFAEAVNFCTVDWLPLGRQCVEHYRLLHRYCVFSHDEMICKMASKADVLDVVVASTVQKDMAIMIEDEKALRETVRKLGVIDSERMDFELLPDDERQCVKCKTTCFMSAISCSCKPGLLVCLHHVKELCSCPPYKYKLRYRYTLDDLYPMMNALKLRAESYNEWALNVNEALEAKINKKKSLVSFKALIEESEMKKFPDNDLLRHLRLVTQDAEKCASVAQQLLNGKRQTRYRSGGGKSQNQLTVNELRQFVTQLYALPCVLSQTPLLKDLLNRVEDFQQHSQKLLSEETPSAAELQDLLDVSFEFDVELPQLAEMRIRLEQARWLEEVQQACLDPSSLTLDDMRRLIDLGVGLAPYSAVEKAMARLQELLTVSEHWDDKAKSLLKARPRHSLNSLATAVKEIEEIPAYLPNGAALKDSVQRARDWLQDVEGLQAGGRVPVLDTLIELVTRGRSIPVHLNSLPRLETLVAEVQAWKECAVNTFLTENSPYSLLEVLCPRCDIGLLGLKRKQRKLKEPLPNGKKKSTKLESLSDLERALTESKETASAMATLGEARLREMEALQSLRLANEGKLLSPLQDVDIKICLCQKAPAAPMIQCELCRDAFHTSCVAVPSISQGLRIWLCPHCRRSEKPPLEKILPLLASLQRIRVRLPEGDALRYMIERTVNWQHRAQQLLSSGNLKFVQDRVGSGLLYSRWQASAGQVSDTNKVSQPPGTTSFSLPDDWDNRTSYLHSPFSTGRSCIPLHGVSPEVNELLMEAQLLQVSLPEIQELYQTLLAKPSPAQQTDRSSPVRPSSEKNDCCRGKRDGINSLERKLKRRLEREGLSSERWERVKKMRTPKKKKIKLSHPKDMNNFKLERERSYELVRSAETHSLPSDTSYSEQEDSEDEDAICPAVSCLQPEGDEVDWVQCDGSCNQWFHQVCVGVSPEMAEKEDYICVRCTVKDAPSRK
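Here, H3K4me3 peptide (12.5 µM in substrate mix) is demethylated by KDM5BΔAP, 200 nM final, after 10 min compound exposure. Formaldehyde product is coupled through FDH (0.25 U/mL in mix) to NADH fluorescence; 30-min ΔRFU feeds dose-response curves.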
Numbers without * were called inactive; i = inactive; ? = inconclusive; & = joins results of further samples; [ ] = remark or other dose. Potency means the concentration at half of the fitted maximal effect. Some of the compounds tested (hit frequency here may not be typical).

SMILES	KDM5B inh
O=S(=O)(Cc1ccccc1F)N1CCCC(Cn2c(C3CC3)nc3cccnc32)C1 (stereo not given)	-1%
CCOC(=O)c1c(C)sc2c1OC(N)=C(C#N)C21C(=O)N(Cc2cccc(F)c2)c2ccccc21 (stereo not given)	-1%
Cc1ccc(NC(=O)C2CCCN(c3cnc4nccnc4c3)C2)cc1Cl (stereo not given)	-8%
Cc1ccc(CN(Cc2ccco2)C(=O)c2oc3ccc(C)cc3c2C)cc1	?
CC(OC(=O)Cn1[nH]c(=O)c2ccccc2c1=O)C(=O)Nc1ccc(Br)cc1 (stereo not given)	-21%
COc1ccc2c(C)cc(SCC(=O)N3CCCCCC3)nc2c1	4%
COCCn1ncc(N2CCCC(CC(=O)N3CCN(c4ccccn4)CC3)C2)cc1=O (stereo not given)	-33%
O=[N+]([O-])c1cccc(-c2noc([C@@H]3C[C@@H](O)CN3C3CCOCC3)n2)c1	?
Cc1ccc(F)cc1NC(=O)COC(=O)c1n[nH]c(=O)c2ccccc12	16%
CCOc1ccccc1NC(=O)N1CCC(c2noc(COC)n2)C1 (stereo not given)	25%
Cc1oc2ncnc(N3CCCCC3)c2c1C(=O)Nc1cccc(Cl)c1C	-20%
Cc1nc2cc(F)ccc2cc1C(=O)N1CCN(S(=O)(=O)c2ccccc2C#N)CC1	0%
Cc1ccc(NC(=O)[C@@H]2CNC[C@H](C(=O)NCc3cnn(C)c3C)C2)cn1	123%[activator]
O=C(Cn1nc(-c2ccccc2F)ccc1=O)N1CCc2ccccc2C1	-20%
CNC(=S)NNC(=O)c1ccc(Br)cc1	-3%
CCN(C(=O)c1oc2ccc(S(=O)(=O)N3CCCCCC3)cc2c1C)c1ccccc1	-13%
CC(=O)Nc1ccc(NC(=O)c2c(C)nn(-c3ccccc3)c2-n2cccc2)cc1	-3%
C=CCNC(=O)NC(=O)CN(CCC(=O)OC)Cc1ccccc1	9%
Cc1nc(Nc2nc3ccccc3o2)nc(C)c1C(=O)Nc1cccc(C(F)(F)F)c1	18%
COc1ccc(-c2c(C(=O)O)sc3c2NC(=O)CC32C(=O)N(C)c3c(C)cccc32)cc1 (stereo not given)	-1%

Part of the list above in order of molecular weight, highest first:
SMILES	KDM5B inh
CCOC(=O)c1c(C)sc2c1OC(N)=C(C#N)C21C(=O)N(Cc2cccc(F)c2)c2ccccc21 (stereo not given)	-1%
COc1ccc(-c2c(C(=O)O)sc3c2NC(=O)CC32C(=O)N(C)c3c(C)cccc32)cc1 (stereo not given)	-1%
CCN(C(=O)c1oc2ccc(S(=O)(=O)N3CCCCCC3)cc2c1C)c1ccccc1	-13%
Cc1nc2cc(F)ccc2cc1C(=O)N1CCN(S(=O)(=O)c2ccccc2C#N)CC1	0%
Cc1nc(Nc2nc3ccccc3o2)nc(C)c1C(=O)Nc1cccc(C(F)(F)F)c1	18%
CC(=O)Nc1ccc(NC(=O)c2c(C)nn(-c3ccccc3)c2-n2cccc2)cc1	-3%
Cc1oc2ncnc(N3CCCCC3)c2c1C(=O)Nc1cccc(Cl)c1C	-20%
Cc1ccc(NC(=O)C2CCCN(c3cnc4nccnc4c3)C2)cc1Cl (stereo not given)	-8%
Cc1ccc(CN(Cc2ccco2)C(=O)c2oc3ccc(C)cc3c2C)cc1	?
Cc1ccc(NC(=O)[C@@H]2CNC[C@H](C(=O)NCc3cnn(C)c3C)C2)cn1	123%[activator]
O=C(Cn1nc(-c2ccccc2F)ccc1=O)N1CCc2ccccc2C1	-20%
O=[N+]([O-])c1cccc(-c2noc([C@@H]3C[C@@H](O)CN3C3CCOCC3)n2)c1	?
CCOc1ccccc1NC(=O)N1CCC(c2noc(COC)n2)C1 (stereo not given)	25%
COc1ccc2c(C)cc(SCC(=O)N3CCCCCC3)nc2c1	4%
C=CCNC(=O)NC(=O)CN(CCC(=O)OC)Cc1ccccc1	9%

(more compounds)
SMILES	KDM5B inh
N#Cc1cccc(C(=O)NC2CCN(c3cc(-c4cccs4)[nH]n3)CC2)c1	-20%
O=C(CSc1nnc2ccc(-c3cccs3)nn12)NC1CCCC1	-2%
Cc1cc(CNC(=O)CCc2ncc(-c3ccccc3)o2)ccc1F	-7%
CC(=O)N1CCN(c2cc(-c3noc([C@@H]4CCCN4Cc4ccc(CO)o4)n3)ccn2)CC1	28µM*
O=C(NCc1csc(-c2cnccn2)n1)C(c1cccnc1)N1CCOCC1 (stereo not given)	?
O=C1c2ccccc2NC(c2ccccc2)N1CCCN1CCOCC1 (stereo not given)	?
O=C1CC(c2ccccc2)N(C(=O)CC2CCCC2)CCCCCN1 (stereo not given)	-20%
COc1ccc(NC(=O)N2Cc3[nH]cnc3C[C@H]2c2nc(-c3ccc4ccccc4c3)no2)cc1	-27%
CCc1nnc2sc(-c3ccc(C)c(NC(=O)c4ccc(Br)o4)c3)nn12	-14%
COc1ccc2nc(CO[C@H]3CN(Cc4cccnc4)C[C@H]3F)[nH]c2c1	-33%[86.2 µM]
COc1ccc(C)cc1NC(=O)CCn1nc(-c2cccs2)oc1=O	2%
COc1ccc(CNC(=O)c2ccc(-c3nc(CSc4ccccc4)c(C)o3)cc2)cc1OC	-8%
CCOc1ccc(NC(=O)Cn2ncc3ccccc3c2=O)cc1	13%
CC(C)CN1CCN(C(=O)C2(CCO)CC23CCOCC3)CC1 (stereo not given)	-24%
Cc1ccc(CN2C(=O)c3ccccc3Sc3ccc(C(=O)NC4CCCCC4)cc32)cc1	-25%
Cc1c(Cl)cccc1NC(=O)c1ccc2c(c1)nnn2C1CCCC1	-57%
O=C1CCCC2=C1C(c1ccc(OC(F)F)cc1)C=C1c3cc4c(cc3CCN12)OCCCO4 (stereo not given)	?
CCCNc1nc2ccccc2nc1C(=O)Nc1cccc(OC)c1	11%
COCCn1ncc(N2CCCC(CC(=O)NCCN3CCCCC3)C2)cc1=O (stereo not given)	12%
COc1cccc(-c2cc(C3CCN(C(=O)Nc4ccc(OC)c(OC)c4)CC3)[nH]n2)c1	-19%
O=C(Nc1cccc(Br)c1)C1C2C3CCC(C3)C12 (stereo not given)	13%
Cc1cccc(NC(=O)Nc2ccc(F)c(Cl)c2)n1	11%
CN1CC(=O)N(C2CCCCC2)Cc2c(NC3CCCC3)ncnc21	-27%[115 µM]
CC(=O)c1ccc(OCC(=O)Nc2ccc3oc(C)nc3c2)cc1	-22%
CCOC(=O)c1cccc2c1N[C@@H](c1ccc(F)cc1)[C@H]1CC=C[C@@H]21	?
CC1(C)[C@H]2CC[C@@H](CNC(=O)Cc3cccc(Cl)c3)[C@@H]1C2	-14%[86.2 µM]
Cc1ccc(-c2nc(CSc3ccc4c(c3)OCCO4)co2)cc1	-3%
O=c1c2ccccc2nc(SCc2nc(-c3ccccc3)no2)n1CCCO	6%
CCCN(CCC)CCCNC(=O)c1cc2c(-c3ccc(OC)c(OC)c3)nn(C)c2s1	?
CC(NC(=O)c1ccc(Cl)c(Cl)c1)C1CC2CCC1C2 (stereo not given)	23%
COCCNc1sc(S(=O)(=O)c2ccc(C)cc2)nc1S(=O)(=O)c1ccc(C)cc1	8%
Cc1ccc(-c2nc3c4c(-c5ccccc5)c(-c5ccccc5)oc4ncn3n2)cc1	2%
O=C(c1c[nH]c(=O)[nH]1)N1CC[C@@H]2[C@@H](CCC(=O)N2CC2CCNCC2)C1	31%[activator]
O=c1c2cc3c(cc2n(Cc2ccc(Cl)cc2)c(=O)n1Cc1nc(-c2ccccc2)no1)OCO3	-28%
Cc1nc2ccc(NS(=O)(=O)c3cccs3)cc2s1	-1%
C=CCNC(=O)NC(=O)CNc1cc(C(F)(F)F)cc(C(F)(F)F)c1	-3%
COc1ccc(Cn2c(C3CCN(C(=O)Cc4cccc(OC)c4)CC3)n[nH]c2=O)cc1	19%
CC1=C(c2ccc(C)c(C)c2)S(=O)(=O)N=C1N1CCC(C(=O)NCc2ccccc2C)CC1	3%
Cc1ccc(-n2nnnc2C2CCN(S(=O)(=O)c3ccc(OC(F)(F)F)cc3)CC2)cc1	-1%
CN1C(=O)C(NC(=O)C(=O)NCCc2c[nH]c3ccc(F)cc23)c2ccccc21 (stereo not given)	-3%
CCN(CC1COc2ccccc2O1)C(=O)CN1C(=O)NC(C)(c2ccccc2)C1=O (stereo not given)	-10%
COc1ccc(-c2[nH]nc3ncc(-c4ccc([S+](C)(=O)[O-])cc4)nc23)c(C)c1	-27%[86.2 µM]
COc1ccc(-c2noc(-c3nc(Cc4cccc(F)c4)no3)n2)cc1	28µM*
CCc1ccc2nc(N(CCCN(C)C)C(=O)c3ccc(S(=O)(=O)N4CCCc5ccccc54)cc3)sc2c1	-10%
O=C1NC(=Nc2cccc([N+](=O)[O-])c2)SC1(CO)CO	19%
Cc1ccc(C(=O)N2c3ncnn3C3(CCCCC3)[C@@H]3CCCC[C@@H]32)cc1	-10%
COc1ccc(-c2cc(C(=O)N(C)C)c3ccccc3n2)cc1	?
Cc1cc(C)c(NCC(=O)NNC(=O)c2cnccn2)c(C)c1	-16%
CC(NC(=O)c1ccco1)c1nc(-c2ccccc2)no1 (stereo not given)	10%&-4%
Cn1cc(CN2CCCC(COc3ccccc3C(=O)NC3CC3)C2)c2ccccc21 (stereo not given)	-16%
COc1ccc(C2c3cccn3CCN2S(=O)(=O)c2c(C)cc(C)cc2C)cc1OC (stereo not given)	-27%
CC(=O)N1CCC(N[C@@H]2C[C@H](COc3cccc(C)n3)[C@@H](O)[C@H]2O)CC1	?
CC(=O)c1cn(CCOc2cccc3ccccc23)c2ccccc12	19%
O=C(NCc1ccncc1)c1cc(-c2ccccn2)nc2cc(F)ccc12	6%
CCOc1ccc(C2NC(=O)N(CC(=O)NC3CCCC3)C3=C2C(=O)OC3)cc1 (stereo not given)	17%
COc1ccc(-c2cc3ccc(OCCN4CCN(CCO)CC4)cc3oc2=O)cc1	i
Cc1cc(C(=O)N2CCC(c3nnc(Cn4ccnc4)n3C)CC2)cs1	10%
Cc1nc(-c2ccc(Cl)cc2)sc1C(=O)N1CCN(Cc2ccc(C#N)cc2)CC1	-27%
O=C(OC(C(=O)NCc1ccc2c(c1)OCO2)c1ccncc1)c1ccc(Cl)nc1 (stereo not given)	-1%
Cc1cccc(CNC(=O)c2ccc3c(c2)N(C)C2CCCCN2C3=O)c1 (stereo not given)	?

The list continues:
SMILES	KDM5B inh
COc1ccc(NC(=O)CCN2CCN(CCO)CC2)cc1	-5%
CC(C)(C)CC(=O)Nc1nc2c(s1)C(=O)CC(C)(C)C2	18%
CCOCCCNC(=O)N1c2ccccc2CC1c1nc(C(C)C)no1 (stereo not given)	?
CC(C(=O)NC1CC1)S(=O)(=O)Cc1cc(Cl)c2c(c1)OCO2 (stereo not given)	-31%
CCCc1nc(C(=O)NC(C)c2cnn(-c3ccccc3)c2C)cs1 (stereo not given)	8%
O=C1NC2(CCN([S+](=O)([O-])c3ccccc3)C2)Oc2ccccc21 (stereo not given)	6%[86.2 µM]
COc1ccc(-c2ccc3nnc(CNC(=O)c4ccc(OC)nc4OC)n3n2)cc1	32µM*
CC(C)CC(C)(C#N)NC(=O)CCCc1c[nH]c2ccccc12 (stereo not given)	-19%
CC(CN1CCCC1)OC(=O)C(c1ccccc1)c1ccccc1 (stereo not given)	13%
O=C1c2cnc(-c3cc(F)cc(F)c3)nc2OCCN1Cc1ccc(F)cc1F	-18%[86.2 µM]
CCOC(=O)C1CCN(C(=O)c2cc(C)n(C(C)(C)C)n2)CC1	4%
COCc1cn(C[C@H]2C[C@@H](NS(=O)(=O)c3ccccc3)[C@H](O)[C@@H]2O)nn1	-14%[86.2 µM]
Cc1cc(=O)n(CC(=O)Nc2ccc(F)cc2)c(-c2ccccc2)n1	-9%
CCc1cccc2c(C3=CCN(C(=O)c4ccccc4)CC3)c[nH]c12	-27%
CC(=O)c1ccc(S(=O)(=O)NCC2(N3CCOCC3)CCCCC2)cc1	1%
COC(=O)c1cnc(NC(=O)C(NC(=O)c2ccccc2Br)C(C)C)s1 (stereo not given)	-8%
CCOC(=O)c1sc(NC(=O)C2c3ccccc3Oc3ccccc32)c(C#N)c1C	0%
CCc1cccc(NC(=O)C2CCC(CNS(=O)(=O)c3csc(C(N)=O)c3)CC2)c1 (stereo not given)	1%
COc1ccc(CC2(C)OC(c3ccc([N+](=O)[O-])cc3)=NN2C(C)=O)cc1 (stereo not given)	-4%
O=C(O)c1ccnc(C2CCCC/C2=N\O)c1 (stereo not given)	?
CCc1nn2c(ncc3c(=O)n(-c4n[nH]c(C)n4)ccc32)c1-c1ccccc1	3%
CCOC(=O)c1ccc2nc(C)cc(Nc3ccc(OC(C)C)cc3)c2c1	?
Cc1ccc(-c2c3c(=O)n(C)c(=O)n(C)c3c3n2C(C)(C)COC3c2ccc(C)cc2O)cc1 (stereo not given)	4%
COc1ccc(NC(=O)C2=C(C)Nc3c(C(=O)Nc4ccc(C)cc4)cnn3C2c2cc(OC)ccc2OC)cc1 (stereo not given)	?
CCc1ccc2oc(-c3cccc(NC(=O)COc4ccc([N+](=O)[O-])cc4)c3)nc2c1	-3%
CCCN(Cc1cc(=O)[nH]c2c(OC)cccc12)C(=O)Nc1ccccc1OCC	53%[activator]
Cc1cccc(C(=O)Nc2ccc(N(C)C)cc2)c1	-1%
Cc1cnc(NC(=O)c2sccc2-c2ccccc2)s1	-24%
COc1cc(C(=O)NCc2nc3ccccc3n2C(C)C)cc(OC)c1OC	18%
CC(=O)Nc1ccc(C(=O)OC(C)C(=O)C23CC4CC(CC(C4)C2)C3)cc1 (stereo not given)	6%
Cc1cccc(NC(=O)CSCc2nc(-c3ccccc3)oc2C)c1	22%
O=C(NCc1ccc(Cl)cc1Cl)c1cccc(N2CCCS2(=O)=O)c1	?
O=S1(=O)CCCN1C1CCN(Cc2cccc3ccccc23)CC1	-15%[149 µM]
O=C(CSc1nnc(-c2ccc(S(=O)(=O)N3CCCCCC3)cc2)o1)c1ccc(F)cc1	10%
CCOC(=O)c1sc(N)c(C(=O)OCC)c1C	-5%
Cc1ccc(CNC(=O)C2N(C(C)C)C(=O)C23CCCC3)o1 (stereo not given)	-15%
